High-throughput results deposited in PubChem by several laboratories.
GPR7 antagonist = GPR7 receptor antagonists, primary screen, cell-based, fluorescence, single concentration; 290,000 compounds, 1.1% hits; inhibition, % at 4.4 µM; GPR7-expressing cells, fluorescence antagonist assay; Neuropeptides B/W receptor type 1 (Homo sapiens), P48145; in the data active means inhibition above about 16%, passing the limit was not always enough;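 further: cells stimulated with the agonist NPW; 0% = agonist with vehicle and 100% = vehicle without agonist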
Target sequence (P48145 whole entry, looked up): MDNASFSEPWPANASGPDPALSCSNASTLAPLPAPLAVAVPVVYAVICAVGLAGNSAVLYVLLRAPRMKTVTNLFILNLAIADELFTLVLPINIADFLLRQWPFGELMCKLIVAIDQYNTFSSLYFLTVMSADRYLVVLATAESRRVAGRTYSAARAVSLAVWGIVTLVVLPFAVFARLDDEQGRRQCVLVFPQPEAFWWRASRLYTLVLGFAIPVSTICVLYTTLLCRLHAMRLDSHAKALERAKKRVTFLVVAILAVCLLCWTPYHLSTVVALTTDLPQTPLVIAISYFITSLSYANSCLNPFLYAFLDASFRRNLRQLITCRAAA
MEKK3 PB1 HTS = modulators of MEKK3-MEK5 PB1 binding, primary screen, biochemical, wildtype MEKK3, multiplex bead flow cytometry, Alexa488-MEK5. Mitogen-activated protein kinase kinase kinase 3 (Homo sapiens), Q99759. 290,000 compounds, 1.4% hits. binding response (% of control), % at 10 µM. bead-based flow cytometry, Alexa488-MEK5 binding to MEKK3; actives lie on both sides; 0 = blocked by unlabeled MEK5, 100 = vehicle. AID 1529, 2009;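 active means binding response more than 3 SD above or below the average of its plate-row segment, actives on both sides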;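 further: Alexa488 bead fluorescence after subtracting the streptavidin-only scavenger bead signal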
MEKK2 WT-MEK5 = modulators of MEK5 binding to wildtype MEKK2, primary screen, biochemical, multiplex bead flow cytometry, Alexa488-MEK5. Mitogen-activated protein kinase kinase kinase 2 (Homo sapiens), Q9Y2U5. Alexa488-MEK5 binding to MEKK2 WT; actives lie on both sides. binding response (% of control), % at 10 µM. 290,000 compounds, 1.1% hits; in the data active means binding response below about 67% or above about 130%
MEKK2 mut-MEK5 = MEK5 binding signal on mutant MEKK2 PB1, primary screen, biochemical, multiplex bead flow cytometry, Alexa488-MEK5. percent response, % at 10 µM. Alexa488-MEK5 binding to MEKK2 mutant. 290,000 compounds, 0.35% hits. AID 1530, 2009; in the data active means percent response above about 24%, passing the limit was not always enough; further: inactives centre near 1; some results filed as inactive read as strong as hits; reference of the scale not given here
PfM18AAP inh = PfM18AAP inhibitors, malaria aminopeptidase, primary screen, biochemical, QFRET, recombinant enzyme; H-Glu-NHMec fluorogenic cleavage; inhibition, % at 7.35 µM; 290,000 compounds, 1.2% hits;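 active means inhibition above the campaign mean inhibition over all tested compounds plus 3 SD, cut at about 28% in these data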;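 further: 0% = plate median of test compound wells and 100% = 2 mM ZnCl2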
PHOSPHO1 inh = PubChem AID 1565; Phosphoethanolamine/phosphocholine phosphatase (Homo sapiens), Q8TCT1; recombinant PHOSPHO1, absorbance phosphatase assay; inhibition, % at 13.3 µM; 290,000 compounds, 1.1% hits; in the data active means inhibition above about 60%
Target sequence (Q8TCT1 whole entry, looked up): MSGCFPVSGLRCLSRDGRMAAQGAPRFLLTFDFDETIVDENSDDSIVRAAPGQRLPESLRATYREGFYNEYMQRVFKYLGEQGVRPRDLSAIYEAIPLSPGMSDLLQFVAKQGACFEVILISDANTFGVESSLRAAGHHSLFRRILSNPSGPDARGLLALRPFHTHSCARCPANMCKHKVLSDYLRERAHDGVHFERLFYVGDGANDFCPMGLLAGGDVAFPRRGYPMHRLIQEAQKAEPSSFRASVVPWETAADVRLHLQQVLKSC
FID counter = compounds displacing fluorescent DNA intercalator, primary screen, artefact control for HCV NS3 helicase inhibitor project, biochemical, FID fluorescence. DNA fluorescent intercalator displacement. inhibition, % at 7.9 µM. 290,000 compounds, 0.17% hits. AID 1845, 2009; in the data active means inhibition above about 37%;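 further: 0% = vehicle and 100% = reference compound; higher means more ethidium bromide displaced from hairpin DNA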
NALP1 yeast inh = NALP1 inflammasome inhibitors in reconstituted yeast, colorimetric, S. cerevisiae, triplicate retest. 280,000 compounds, 0.61% hits. inhibition, % at 10 µM. S. cerevisiae NALP1/ASC/caspase-1 growth, X-gal OD620, 72 h; in the data active means inhibition mostly above about 24%, no sharp cut-off; inactive means mostly below about 32%; further: some compounds called inactive have numbers as strong as hits
OXTR agonist = human OXTR agonists, primary screen, fluorescence, CHO-OTR cells, Fluo-8 calcium; Oxytocin receptor (Homo sapiens), P30559; Fluo-8 calcium fluorescence; normalized: DMSO 0%, oxytocin 100%; activation, % at 3 µM; 320,000 compounds, 0.32% hits; AID 2435, 2010;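 active means activation above the mean of all tested compounds plus 3 SD, cutoff set per screening run, cut at about 20% in these data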;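 further: peak over basal fluorescence ratio from a 100 s FLIPR kinetic read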
Target sequence (P30559 whole entry, looked up): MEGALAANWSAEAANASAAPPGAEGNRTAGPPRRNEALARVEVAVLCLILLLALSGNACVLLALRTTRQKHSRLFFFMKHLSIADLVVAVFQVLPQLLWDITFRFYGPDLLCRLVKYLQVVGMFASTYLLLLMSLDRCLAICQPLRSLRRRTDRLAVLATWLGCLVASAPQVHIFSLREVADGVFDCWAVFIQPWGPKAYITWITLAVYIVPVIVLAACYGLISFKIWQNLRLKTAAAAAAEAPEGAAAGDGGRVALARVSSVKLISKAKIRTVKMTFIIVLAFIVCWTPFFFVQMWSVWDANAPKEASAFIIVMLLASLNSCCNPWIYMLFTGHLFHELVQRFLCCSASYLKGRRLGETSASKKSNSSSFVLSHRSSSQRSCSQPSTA
The depositor's hits bear a star; x = not tested or not shown.

SMILES	GPR7 antagonist	MEKK3 PB1 HTS	MEKK2 WT-MEK5	MEKK2 mut-MEK5	PfM18AAP inh	PHOSPHO1 inh	FID counter	NALP1 yeast inh	OXTR agonist
CCC(CC)C(=O)c1c[nH]c(C(=O)NCCCn2ccnc2)c1	-2.9	100.0	100.0	-5.0	-13.9	28.7	-3.6	1.1	-0.3
CN(C)c1nc(Nc2ccc(Cl)c(Cl)c2)nc(N(C)C)n1	-5.8	99.0	98.0	0.0	8.3	-33.3	-4.1	14.2	-1.4
COc1ccc(C2=C(C)C(N3CCN(C(=O)c4ccco4)CC3)=NS2(=O)=O)cc1	-14.0	100.0	100.0	2.0	-8.7	38.2	-22.4	13.2	0.1
Cc1cccc(Nc2nc(-c3ccccc3)c(C(=O)Nc3cccnc3)s2)c1	-11.0	95.0	110.0	5.0	17.0	-22.8	-16.9	25.4	-0.2
CC1(CCC(=O)N2CCCC(N3CCN(c4cccc(C(F)(F)F)c4)CC3)C2)CC1 (stereo unspecified)	-10.7	103.0	96.0	-4.0	6.6	41.4	-34.9	8.0	-0.6
CCOc1cccc(-c2c(C(=O)N/N=C(\C)c3cccnc3)nnn2-c2nonc2N)c1	7.8	98.0	96.0	-3.0	1.9	22.3	-30.3	16.7	0.5
Cc1ccc(C(=O)COc2ccccc2-c2ccccc2)cc1C	-1.5	96.0	109.0	-2.0	0.0	-3.9	4.1	9.5	0.3
O=C(c1cnc2n(c1=O)CCS2)N(c1ccccc1)C1CCCCC1	-4.9	103.0	104.0	3.0	6.7	-4.0	-14.8	7.3	-0.7
COc1ccc(Cl)cc1NS(=O)(=O)c1c(C)[nH]c(=O)[nH]c1=O	5.4	99.0	100.0	4.0	1.4	47.9	-3.4	9.4	x
CC(=O)Nc1ccc(S(=O)(=O)Nc2ccc(Cl)nn2)cc1	7.0	84.0	91.0	-5.0	-6.0	-9.7	2.1	8.3	0.6
Cc1cc2nc(C3CCN(Cc4nnnn4Cc4ccccc4)CC3)[nH]c2cc1C	3.6	x	x	x	6.8	36.0	5.5	13.2	-1.9
CCCOc1ccc(OCCOCCN2CCc3ccccc3C2)cc1	-3.8	99.0	107.0	1.0	3.1	-21.0	6.8	-40.9	2.4
COc1ccc(C(c2nnnn2C2CCCC2)N2CCC(C)CC2)c(OC)c1 (stereo unspecified)	4.4	105.0	105.0	7.0	-2.5	6.3	-17.6	19.8	-2.4
CCCCC1CCC(C(=O)NCc2ccc3c(c2)OCO3)CC1 (stereo unspecified)	4.0	79.0	88.0	-9.0	-3.6	-10.9	-3.1	5.4	-0.8
COC(=O)c1c(C(=O)NCc2ccccc2)ncn1CC(O)COc1ccccc1 (stereo unspecified)	-10.2	107.0	108.0	19.0	4.7	1.4	-25.8	-19.3	1.0
CN(C(=O)CSc1ncnc2scc(-c3ccccc3)c12)C1CCS(=O)(=O)C1 (stereo unspecified)	-12.7	97.0	103.0	-45.0	1.6	-1.7	-25.8	-7.7	-1.7
C#CC[N+]1(CC#Cc2cccc3ccccc23)CCOCC1	-4.3	97.0	89.0	-11.0	-4.8	22.0	5.6	18.8	0.4
COc1ccc(CNc2nc(-c3ccccc3)nc3ccccc23)cc1OC	4.7	106.0	106.0	6.0	-1.8	20.3	-7.5	-3.1	-0.7
CCn1c(SCC(=O)Nc2ccc(C)cc2)nc2nc3c(cc2c1=O)COC(C)(C)C3	-6.3	100.0	98.0	-4.0	-6.0	16.2	-24.8	16.7	-4.0
CCNc1nc(NCC)nc(N(n2cnnc2)S(=O)(=O)c2ccc(C)cc2)n1	-7.6	95.0	90.0	-2.0	6.0	-6.6	-16.7	-34.6	-1.6

Quoted from the results shown (4 entries):
SMILES	GPR7 antagonist	MEKK3 PB1 HTS	MEKK2 WT-MEK5	MEKK2 mut-MEK5	PfM18AAP inh	PHOSPHO1 inh	FID counter	NALP1 yeast inh	OXTR agonist
CCC(CC)C(=O)c1c[nH]c(C(=O)NCCCn2ccnc2)c1	-2.9	100.0	100.0	-5.0	-13.9	28.7	-3.6	1.1	-0.3
CN(C)c1nc(Nc2ccc(Cl)c(Cl)c2)nc(N(C)C)n1	-5.8	99.0	98.0	0.0	8.3	-33.3	-4.1	14.2	-1.4
COc1ccc(C2=C(C)C(N3CCN(C(=O)c4ccco4)CC3)=NS2(=O)=O)cc1	-14.0	100.0	100.0	2.0	-8.7	38.2	-22.4	13.2	0.1
Cc1cccc(Nc2nc(-c3ccccc3)c(C(=O)Nc3cccnc3)s2)c1	-11.0	95.0	110.0	5.0	17.0	-22.8	-16.9	25.4	-0.2

(more compounds)
SMILES	GPR7 antagonist	MEKK3 PB1 HTS	MEKK2 WT-MEK5	MEKK2 mut-MEK5	PfM18AAP inh	PHOSPHO1 inh	FID counter	NALP1 yeast inh	OXTR agonist
Cc1cc(/C=C(\C#N)C(=O)NCc2ccco2)c(C)[nH]1	-1.1	66.0	86.0	3.0	0.3	-15.0	-3.0	-6.8	-1.4
COc1ccc(NC(=O)Cc2coc3cc(C)ccc23)cc1S(=O)(=O)N1CCOCC1	3.9	97.0	113.0	10.0	-10.8	11.6	-6.0	34.7	0.7
COc1ccc(-c2cn[nH]c2-c2ccc(OCc3ccc(F)cc3)cc2O)cc1OC	-8.1	102.0	100.0	-9.0	-1.3	11.9	-11.9	-4.0	-0.1
COc1cc(/C=N/n2cnnc2-n2nc(C)cc2C)cc([N+](=O)[O-])c1O	-12.1	101.0	103.0	0.0	6.7	8.3	-1.3	-27.3	-0.5
CN1C(=O)/C(=C/c2ccc(OCc3ccc(C(=O)O)cc3)c(Cl)c2)NC1=S	-1.4	111.0	130.0	7.0	-1.6	23.5	-14.5	7.1	0.5
Cc1cccc(NC(=O)c2oc(=O)c3ccccc3c2-c2ccccc2)c1C	-4.2	97.0	96.0	-2.0	-25.6	1.0	0.2	23.0	-2.1
COc1ccc(/C=N/S(=O)(=O)c2ccc(C)cc2)cc1	-11.2	94.0	97.0	-2.0	4.2	11.4	-1.9	-9.6	-0.1
Cc1cc(C)cc(CC2CC(=O)N(c3ccc([N+](=O)[O-])cc3)C2=O)c1 (stereo unspecified)	0.2	104.0	112.0	8.0	0.9	30.2	-10.0	2.4	-1.9
CCCCn1c(SCC(=O)Nc2cc(C)on2)nnc1-c1cccnc1	1.4	95.0	97.0	1.0	-1.7	-10.1	-15.6	6.3	-0.7
O=C(COc1ccc2c3c(c(=O)oc2c1)CCC3)NCC(O)c1ccccc1 (stereo unspecified)	-11.1	101.0	99.0	2.0	-8.4	22.2	-18.9	16.3	-0.8
CCC(C)Nc1nnnc2c1sc1nc3c(cc12)COC(C)(C)C3 (stereo unspecified)	-0.6	98.0	94.0	-4.0	2.5	1.8	-21.7	-3.2	-0.9
O=C(CN1C(=O)NC2(CCCC2)C1=O)Nc1cccc(Cl)c1Cl	-7.6	101.0	102.0	-4.0	0.1	8.7	-2.2	15.1	1.3
Cc1ccccc1NC(=O)c1c(C)nn(-c2ccccc2)c1Cl	9.9	108.0	99.0	-2.0	-1.2	-24.5	-18.8	32.8	-1.8
Cc1ccc(NC(=S)N(CCN2CCOCC2)Cc2ccccc2F)cc1	-1.4	97.0	95.0	-1.0	-12.3	32.5	-5.7	-21.3	-0.8
COc1cc2[nH]c(C(=O)NCc3ccccc3)cc2c(OC)c1OC	-6.6	108.0	106.0	9.0	-1.6	42.2	-27.4	14.0	-1.8
Cc1cc(C)c2oc(C(=O)NCc3ccccc3)cc(=O)c2c1	-4.2	102.0	100.0	0.0	2.0	32.7	-24.8	18.9	-0.4
CCOc1ccc(OCC)c(NC(=O)C2CCN(c3ncccn3)CC2)c1	10.8	103.0	100.0	-1.0	13.8	39.0	-16.1	6.5	-2.0
CCOC(=O)COc1ccc2c3c(c(=O)oc2c1)CCCC3	-12.3	111.0	110.0	4.0	1.4	x	-18.8	x	0.5
CSCCC(Nc1ccc(S(=O)(=O)N2CCOCC2)cc1[N+](=O)[O-])C(=O)OCC(=O)NCC(C)C (stereo unspecified)	-5.8	98.0	99.0	-1.0	0.6	23.2	-10.3	20.0	-1.0
COc1ccc(-c2nc(-c3ccccc3OC)no2)cc1OC	-7.7	99.0	96.0	-1.0	-5.2	-7.7	-17.9	-0.3	-1.9
CC(=O)N=c1c(C#N)cc2c(=O)n3ccccc3nc2n1Cc1ccccc1	4.4	135.0*	105.0	1.0	-2.8	-7.4	3.9	1.1	-1.4
O=C(c1sccc1Br)N1CCN(Cc2ccc3c(c2)OCO3)CC1	4.7	88.0	89.0	-14.0	-4.8	-5.9	-15.8	-0.2	-0.6
CCn1c(CNc2ccc(F)cc2)nnc1SCC(=O)N1CCCc2ccccc21	-7.6	115.0	117.0	3.0	0.9	23.9	-27.4	13.5	0.2
CCOC(=O)N1CCN(CC(=O)Nc2ccc(F)c(F)c2F)CC1	-17.6	106.0	106.0	9.0	-0.3	-24.8	-6.1	10.0	1.5
O=S(=O)(NCCCN1CCOCC1)c1ccc(Cl)s1	-15.2	91.0	101.0	-17.0	-3.5	1.5	2.2	8.7	0.1
O=C(NN1C(=O)c2ccccc2C1=O)C1CC2CCC1C2 (stereo unspecified)	-9.9	117.0	107.0	0.0	-1.9	-9.7	1.6	22.3	-0.8
O=C1C2C3C=CC(C4CC34)C2C(=O)N1CCc1ccccc1 (stereo unspecified)	-0.9	98.0	93.0	-2.0	-4.1	-2.2	-2.9	36.3	-0.9
Cc1cc(C)c(C#N)c(SCC(=O)NC(C)(C)C)n1	-5.5	104.0	105.0	8.0	-3.5	-9.2	-3.9	-11.5	0.2
CCOC(=O)c1ccc(NC(=O)Nc2c(C)n(C)n(-c3ccccc3)c2=O)cc1	-9.0	103.0	105.0	8.0	4.1	-25.3	-21.2	-2.6	-0.3
COc1ccc(OC)c(S(=O)(=O)N2CCCC2C(=O)N2CCc3ccccc3C2)c1 (stereo unspecified)	-6.6	100.0	94.0	0.0	-1.2	36.2	-30.5	-44.5	0.1
O=S(=O)(Nc1ccccc1N1CCCCC1)c1ccccc1	-29.8	101.0	103.0	5.0	12.2	28.7	-15.3	4.5	-1.6
O=C(Nc1ccc(C(F)(F)F)cc1)c1cccnc1N1CCOCC1	-1.4	102.0	100.0	4.0	-2.1	-3.2	-3.4	5.0	9.8
O=C(N/N=C/c1ccc(-c2cccc([N+](=O)[O-])c2)o1)c1ccccc1O	-7.5	112.0	102.0	-1.0	6.8	22.8	-8.1	-7.7	-0.9
Cc1ccc(S(=O)(=O)N(C)C)cc1NC(=O)c1cccs1	-9.1	91.0	97.0	-16.0	-1.2	32.2	-7.3	x	-0.5
COc1ccc(S(=O)(=O)N/N=C(/C)c2ccncc2)c(OC)c1	-13.8	103.0	108.0	7.0	5.0	3.4	-3.2	0.8	0.8
COc1ccc(C(=O)COC(=O)c2ccn(C)n2)cc1	-9.1	100.0	100.0	4.0	-7.6	17.4	-8.0	16.2	0.3
Cn1c(=O)c2c(nc(/C=C/c3cccc(Cl)c3)n2C)n(C)c1=O	x	108.0	104.0	-1.0	x	x	x	x	-1.5
CCOc1ccc(N2C(=O)C3ON(c4ccccc4)C(c4ccco4)C3C2=O)cc1 (stereo unspecified)	-17.5	100.0	102.0	4.0	2.0	5.4	-12.9	5.6	-2.6
